Cycloheximide cs – counter-screen for Shiga toxin inhibitors: cycloheximide protein synthesis inhibition | max response, % | actives 12% (n = 300,000) | cell reporter, cycloheximide protein synthesis inhibition counterscreen; in the data active = max response mostly above about 13%, no sharp cut-off; inactive = mostly below about 14%; also: read at 38.3 µM for the half of the compounds with a filed dose; 0% is about no effect
Pf growth 48h – P. falciparum growth inhibition at 48 hours (one generation); P. falciparum luciferase growth in erythrocytes, 48 h; Potency, µM (doses to about 28.7 µM), inactives show at the top dose activity change, negative = inhibition, actives largely listed as inhibitors; actives 5.9% (n = 310,000); AID 504832; also: potency is read from the fitted curve at half-maximal effect; % is scaled to controls: 0 for no effect and ±100 for the full control effect
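First compound was added to culture medium, then infected red cells at 0.1% parasitemia and 2% hematocrit (final). After incubation at 37 C under 5% CO2, luciferase detection reagent was dispensed and light output recorded.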
LmPK inhibitor – blocks Leishmania mexicana pyruvate kinase activity. Q27686. purified LmPK, Kinase-Glo ATP luminescence, 1 h. Potency, µM (highest dose often 57.5 µM), without a hit: at the highest dose activity change, negative = inhibition, actives largely listed as inhibitors. actives 0.37% (n = 290,000). AID 1721; also: potency is read from the fitted curve at half-maximal effect; % is scaled to controls: 0 for no effect and ±100 for the full control effect
Target sequence (Q27686 whole entry, looked up): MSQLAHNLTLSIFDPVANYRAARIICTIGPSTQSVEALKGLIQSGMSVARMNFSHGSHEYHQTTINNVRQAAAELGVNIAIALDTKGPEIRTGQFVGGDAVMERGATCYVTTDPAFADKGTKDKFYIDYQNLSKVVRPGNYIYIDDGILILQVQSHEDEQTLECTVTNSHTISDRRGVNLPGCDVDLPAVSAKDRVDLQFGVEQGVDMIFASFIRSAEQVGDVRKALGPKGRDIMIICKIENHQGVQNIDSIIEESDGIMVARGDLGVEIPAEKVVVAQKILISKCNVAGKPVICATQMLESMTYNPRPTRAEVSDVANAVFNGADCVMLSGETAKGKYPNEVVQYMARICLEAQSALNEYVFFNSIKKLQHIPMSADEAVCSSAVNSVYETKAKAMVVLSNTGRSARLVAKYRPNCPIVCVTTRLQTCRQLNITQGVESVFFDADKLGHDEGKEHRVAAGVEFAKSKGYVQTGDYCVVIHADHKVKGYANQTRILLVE
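Purified LmPK (0.1 nM) converted ADP (0.1 mM) to ATP with PEP (0.5 mM) in imidazole buffer pH 7.2 with KCl and MgCl2, 1 h at room temperature. ATP was read by Kinase-Glo luminescence; data normalized to uninhibited and no-enzyme controls.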
Pf growth 96h – inhibits malaria parasite growth, 96 h. P. falciparum luciferase reporter growth, 96 h. Potency, µM (series often up to 28.7 µM), for inactives: at the highest dose activity change, negative = inhibition, actives largely listed as inhibitors. actives 6.9% (n = 320,000); also: potency is read from the fitted curve at half-maximal effect; % is scaled to controls: 0 for no effect and ±100 for the full control effect
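96 h incubation, 37 C, 5% CO2, of luciferase-reporter P. falciparum-infected RBCs (2% hematocrit, 0.05% parasitemia final) with test compounds; endpoint luminescence.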
Shiga inhibitor – inhibitors of Shiga toxin in Vero cells. Vero cells, Shiga toxin protein synthesis inhibition reporter. inhibition, % at 38.7 µM. actives 9.2% (n = 290,000). AID 2315; in the data active = inhibition mostly above about 28%, no sharp cut-off; inactive = mostly below about 43%; also: 0% is about no effect
AmpC inh no detg – inhibitors of E. coli AmpC beta-lactamase without detergent | actives 0.52% (n = 330,000) | Potency, µM (series often up to 57.1 µM), for inactives: at the highest dose activity change, negative = inhibition, usual class: inhibitors | AmpC nitrocefin hydrolysis, absorbance 480 nm, 0.0001% Triton | P00811;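 also: potency is read from the fitted curve at half-maximal effect; plate controls were no compound for no effect and no enzyme for full effect; nearly all actives have a fitted effect of over 20% in size; some results filed as inactive show a strong effect at the top dose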
Target sequence (P00811 whole entry, looked up): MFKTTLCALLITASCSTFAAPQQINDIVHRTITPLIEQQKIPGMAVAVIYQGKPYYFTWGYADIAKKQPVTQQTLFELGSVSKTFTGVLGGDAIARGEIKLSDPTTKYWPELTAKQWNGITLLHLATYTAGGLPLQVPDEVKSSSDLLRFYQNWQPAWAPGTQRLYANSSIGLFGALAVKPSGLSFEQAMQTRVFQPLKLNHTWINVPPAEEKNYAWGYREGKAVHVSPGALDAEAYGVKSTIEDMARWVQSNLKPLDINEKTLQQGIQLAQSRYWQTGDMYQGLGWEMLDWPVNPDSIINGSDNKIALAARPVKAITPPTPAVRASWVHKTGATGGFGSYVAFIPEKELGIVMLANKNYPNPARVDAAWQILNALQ
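AmpC (5.3 nM in the dispensed reagent) in 20 mM phosphate pH 7.0 with 0.01% (detergent screen) or 0.0001% Triton X-100 was preincubated with compounds for 15 min at room temperature. Nitrocefin was then added from an 800 uM solution, and hydrolysis was followed at 480 nm.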
TbPYK inhibitor – blocks Trypanosoma brucei pyruvate kinase | Potency, µM (top dose mostly 76.8 µM), inactives show at the highest dose activity, negative = inhibition, most hits filed as inhibitors | actives 0.12% (n = 410,000) | Q57TT1 | AID 624173 | TbPYK enzyme, Kinase-Glo Plus ATP luminescence, 45 min; also: potency is read from the fitted curve at half-maximal effect; % is scaled to controls: 0 for no effect and ±100 for the full control effect; nearly all actives have a fitted effect of over 50% in size
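ADP (130 uM final) triggers the TbPYK reaction after compound addition; incubation is 45 min at room temperature. Kinase-Glo Plus is then added and luminescence imaged. Normalized data are fitted to concentration-effect curves.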
Active calls of the source: *; ? = inconclusive; . = not tested or not shown; [ ] = another dose, or the depositor's remark. Unless noted, calls follow the shape of the dose curve; as a rule, active = well fitted curve in the direction sought with a large enough effect; inconclusive = small, poorly fitted or top-dose-only effect, or another doubt; inactive = no such curve, though single readings can be large; an effect the other way counts as inactive or inconclusive. Compounds were not picked by outcome. Share with any hit: about 22%.

SMILES	Pf growth 48h	Shiga inhibitor	LmPK inhibitor	TbPYK inhibitor	Pf growth 96h	AmpC inh no detg	Cycloheximide cs
O=C(CCN1N=C(c2ccccc2)CCC1=O)NCC1COc2ccccc2O1 (stereo not drawn)	-5%	-13	9%	-6%	-22%	51%	-1
COc1ccc(C2CC(=O)C=C(NCc3ccccc3)C2)cc1 (stereo not drawn)	-25%	18	0%	3%	?	-4%	11
CN(C)c1ccc(/C=N/n2cnn(Cc3ccccc3Cl)c2=S)cc1	43%[activator]	97*	-4%	-9%	33%[activator]	-42%	38*
COc1cc(NC(=S)N2CCCCC2C)cc(OC)c1OC (stereo not drawn)	32%	32	4%	-20%	2%	3%	1
COc1cc(/C=C(\C#N)C(=O)c2ccc(O)c(O)c2)cc(I)c1O	?	.	.	-17%	-9%	-44%	.
Cc1ccc(-c2cc(C(=O)NCc3ccccn3)no2)cc1	81%[activator]	85*	1%	0%	-1%	11%	45*
O=C1N/C(=C/c2cccs2)C(=O)N1Cc1ccccc1F	1%	-37	-4%	-22%	?	-29%	-1
CCC1(c2ccc(Cl)cc2)NC(=O)N(CC(=O)NCc2ccc(F)cc2)C1=O (stereo not drawn)	20%	-4	-1%	0%	-1%	26%	-4
CC(=O)NC(Cc1ccccc1)C(=O)N1CCN(C(=O)c2ccco2)CC1 (stereo not drawn)	1%	-15	0%	2%	38%[activator]	35%	-4
COc1ccc(C(=O)N2CCN(c3ncccn3)CC2)cc1S(=O)(=O)N1CCOCC1	22%	.	.	1%	29%	-5%	.
COc1cc2c(cc1OC)C(COc1cc(C)cc(C)c1)N(C(C)=O)CC2 (stereo not drawn)	?	22	2%	0%	-3%	133%[activator]	9
COCCCC1CCN(C(=O)c2cc(COc3ccc(C)nc3)on2)CC1	-16%	-26	-11%	3%	4%	111%[activator]	9
CCSc1nnc(NC(=O)C(NC(=O)c2ccc(Cl)cc2)C(C)C)s1 (stereo not drawn)	5%	-12	6%	0%	2%	-31%	0
O=C1NC(=O)C2=Cc3ccc(O)cc3OC2(O)N1 (stereo not drawn)	-6%	24	1%	.	0%	-13%	-5
O=C(NNC(=O)c1nc(Cl)ccc1Cl)c1ccc(F)cc1	5%	24*	-4%	-6%	2%	-12%	-2
COc1ccc(C2CC(=O)Nc3n[nH]c(-c4ccccc4)c32)cc1OC (stereo not drawn)	-6%	24	3%	-6%	-2%	-13%	11
Cc1cc(Cl)c(OCCCNC2CCCC2)c(Br)c1	?	1	-3%	3%	?	-9%	-2
O=C(Nc1nnc(SCc2ccc(F)cc2)s1)c1ccc2c(c1)C(=O)N(c1ccccc1Cl)C2=O	0%	0	0%	-1%	0%	-37%[2.29 µM]	6
CC(=O)NC1=NN(C(C)=O)C(c2sccc2C)S1 (stereo not drawn)	.	-6	6%	4%	-6%	-13%	-2
COc1cccc(NC(=O)c2cnc(SC)nc2C)c1	-15%	5	0%	-2%	53%[activator]	-28%	10
COc1ccccc1NC(=O)C(NC(=O)c1ccc(C)cc1)c1ccccc1 (stereo not drawn)	3%	-6	2%	7%	2%	-14%	2
O=C(O)c1cc2c(s1)-c1ccccc1CC2	-4%	-5	-6%	4%	0%	-18%	-2
O=C(CN1CCN(S(=O)(=O)c2ccccc2)CC1)Nc1ccc2c(c1)OCO2	-13%	-11	1%	-5%	0%	-44%	-8
O=C(c1cccc(S(=O)(=O)N2CCOCC2)c1)N(Cc1ccco1)Cc1cccs1	?	.	.	-11%	?	46%	.
COc1ccccc1NC(=O)c1cc2c(CO)cnc(C)c2oc1=Nc1cccc(C(N)=O)c1	-15%	-7	-2%	-2%	?	-6%	2
O=c1c2cc(Br)ccc2[nH]c(=S)n1Cc1ccccn1	55%[activator]	11	-4%	-9%	?	-48%	24*
CC(Oc1ccc(F)cc1)C(=O)Nc1ccccc1C(=O)N1CCCCC1 (stereo not drawn)	-7%	.	.	1%	-20%	2%	.
CCSc1cc(N2CCCC2)nc(-c2ccc(C)cc2)n1	?	2	-6%	-6%	?	-4%	1
COc1ccccc1NC(=O)COC(=O)C1CCN(/C=C/C(=O)C(F)(F)F)CC1	2%	-4	-3%	8%	14%	-8%	1
CC1CCCCN1C(=O)CCNS(=O)(=O)c1ccc2c(c1)c(=O)n(C)c(=O)n2C (stereo not drawn)	-7%	-4	-3%	1%	9%	0%	-3
Cc1cccc(N(C(=O)c2snc(C(N)=O)c2N)C(C)C(=O)NCC2CCCO2)c1 (stereo not drawn)	17%	-6	-2%	4%	41%[activator]	-10%	-3
CN(C)/N=C/c1cc([N+](=O)[O-])ccc1O	?	28	1%	3%	6%	-18%	-2
O=C(NCc1ccccc1)c1c[nH]c2ccccc2c1=O	-26%	15	-8%	-3%	?	-23%	1
NC(=O)Cc1nc(-c2ccc(Br)cc2)cs1	29%	37*	0%	0%	10%	-39%	21
O=C(CSc1ccc2nnc(-c3ccccn3)n2n1)N1CCOCC1	.	-8	-1%	-3%	-30%	-13%	-2
COCCNC(=O)COc1ccccc1C	.	-2	14%	-7%	30%[activator]	-9%	1
C=CCOCCN(CCOCC=C)C1=NS(=O)(=O)c2ccccc21	13%	-4	-7%	5%	40%[activator]	0%	8
O=C(COC(=O)C1=COCCO1)NC(=O)c1ccc(OC(F)F)cc1	-1%	-14	-1%	4%	3%	-20%	-2
O=C(Cn1c(-c2cscn2)nc2ccccc21)Nc1ccccc1F	-12%	15	4%	0%	-2%	-6%	1
CN(CC(=O)N1CCCCC1)S(=O)(=O)c1cccc2cccnc12	1%	-9	0%	0%	-20%	-1%	-2
O=C1OCCC1Sc1ncnc2sccc12 (stereo not drawn)	14%	-6	-2%	-6%	10%	-7%	-3
O=C(c1ccccn1)N1CCN(c2cccc(C(F)(F)F)c2)CC1	21%	-12	2%	1%	-6%	22%	3
CCCOc1ccc(CCC(=O)O)cc1	20%	-5	-4%	0%	?	-4%	1
COc1ccc(Cc2nnc(NC(=O)c3cc(OC)c(OC)c(OC)c3)s2)cc1OC	0%	-14	4%	-1%	16%	174%[activator]	-4
O=C(CCCN1C(=O)/C(=C/c2cccs2)SC1=S)Nc1ccc(C(=O)O)cc1	?	-14	-1%	-2%	10%	-30%	-2
CCCCNC(=O)N1CCN(c2ccnc3cc(Cl)ccc23)CC1	4.7µM*	-10	4%	-16%	3.7µM*	7%	-2
Cn1cc(/C=C2\C(=O)NC(=O)N(c3ccccc3)C2=O)c2ccccc21	23%	-10	12%	-2%	3%	-11%	-5
O=C(NC1CCCCC1)C(c1ccccn1)N(C(=O)c1csnn1)c1ccccc1 (stereo not drawn)	2%	-5	0%	2%	-4%	111%[activator]	-2
CCOC(=O)c1cnc2ncnn2c1N	4%	-9	-4%	5%	-16%	-19%	-2
COc1cccc(NC(=O)CN2CCN(CC(=O)Nc3ccccc3Cl)CC2)c1	-22%	-8	1%	0%	-11%	96%[activator]	-1
O=C(Nc1nonc1-c1ccc(F)cc1)c1ccco1	17%	-3	6%	0%	22%	-12%	-5
O=C(Nc1cc(S(=O)(=O)N2CCOCC2)ccc1N1CCCC1)C1CC1	-9%	-19	-1%	-22%	15%	-10%	2
COc1ccc(-n2c(COc3ccc(Cl)cc3)nnc2SCc2ccc(C#N)cc2)cc1	?	0	0%	-11%	.	-10%	-2
COc1ccc(NC(=O)c2ccc(S(=O)(=O)N3CCCC3)cc2)cc1OC	?	.	.	-11%	?	-20%	.
Cc1ccc(-c2csc(NC(=O)c3ccc(S(=O)(=O)N4CCc5ccccc54)cc3)n2)cc1	10µM*	-6	6%	-2%	13µM*	-32%	-1
Cc1cccc(-n2c(N)cc(=O)nc2SCC(=O)Nc2ccccc2)c1	.	23	-9%	6%	-27%	-25%	0
CS(=O)(=O)N(CC(=O)Nc1cccc(Cl)c1Cl)c1ccccc1	9%	-8	9%	-15%	.	15%	-2
CSc1ccc(NC(=O)Nc2ccc(C(=O)NCC(=O)O)cc2)cc1	141%[activator]	11	-1%	3%	5%	-38%	16
Cc1c(N2C(=O)SC(CC(=O)O)C2=O)c(=O)n(-c2ccccc2)n1C (stereo not drawn)	-8%	-2	-6%	-6%	-3%	-1%	12

High-throughput results (PubChem)
